PGE2 EP2 inh = inhibitors of human EP2 prostaglandin E2 receptor. P43116. C6 glioma cells expressing human EP2, cAMP TR-FRET; cells stimulated with saturating PGE2. inhibition, % at 25 µM. 260,000 tested, 0.52% active;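 active = percent inhibition above 40 after rounding to a whole number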;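 note: rat C6 glioma host cells with rolipram phosphodiesterase inhibitor present; the protocol text gives 20 µM as final concentration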
Target sequence (P43116 whole entry, looked up): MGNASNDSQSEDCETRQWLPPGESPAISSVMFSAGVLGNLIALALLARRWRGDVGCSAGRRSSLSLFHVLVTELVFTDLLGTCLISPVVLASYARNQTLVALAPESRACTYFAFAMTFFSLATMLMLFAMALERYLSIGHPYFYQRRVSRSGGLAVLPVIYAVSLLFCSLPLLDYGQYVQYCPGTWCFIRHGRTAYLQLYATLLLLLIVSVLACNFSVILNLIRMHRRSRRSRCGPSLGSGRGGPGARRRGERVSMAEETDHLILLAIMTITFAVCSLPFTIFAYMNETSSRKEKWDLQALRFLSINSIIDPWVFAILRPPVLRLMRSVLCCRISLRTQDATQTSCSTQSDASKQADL
PPC-1+TRAIL kill = kills PPC-1 cancer cells in the presence of TRAIL; PPC-1 cells + TRAIL, ATPLite viability luminescence; cell killing (% activity), % at 4 µM; 220,000 tested, 0.41% active; AID 1443;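 active = cell killing above 50% in the first pass at 4 µM, then a duplicate retest at 5 µM averaging 50% or more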;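 note: plate controls were cells with TRAIL plus DMSO for no effect and medium-only wells lacking cells for full effect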
p47phox inh = blocks human p47phox regulatory protein of NADPH oxidases | AID 1274 | P14598 | inhibition, % at 24.7 µM | p47phox/p22phox peptide binding, fluorescence polarization, 2 h | 220,000 tested, 0.53% active;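 active = inhibition above about 30%, limit read from the data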;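 note: 0% = p47phox with labelled peptide and 100% = labelled peptide alone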
Target sequence (P14598 whole entry, looked up): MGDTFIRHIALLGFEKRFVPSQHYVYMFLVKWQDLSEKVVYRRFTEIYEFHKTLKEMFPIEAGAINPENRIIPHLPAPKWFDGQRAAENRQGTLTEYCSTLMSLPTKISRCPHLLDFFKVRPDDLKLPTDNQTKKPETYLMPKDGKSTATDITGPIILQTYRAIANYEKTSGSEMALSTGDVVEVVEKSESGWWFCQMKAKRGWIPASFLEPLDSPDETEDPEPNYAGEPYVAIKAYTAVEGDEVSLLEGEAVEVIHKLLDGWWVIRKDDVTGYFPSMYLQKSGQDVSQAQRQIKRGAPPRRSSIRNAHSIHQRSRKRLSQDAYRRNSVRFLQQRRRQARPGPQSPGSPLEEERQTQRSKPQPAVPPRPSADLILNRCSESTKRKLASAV
Ba/F3 V617F tox = reduce viability of Ba/F3 cells dependent on JAK2V617F; Ba/F3 EpoR-JAK2V617F viability, ATP luminescence; inhibition, % at 5.6 µM; 220,000 tested, 1.1% active; AID 1446;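 active = inhibition above the campaign mean plus 3 SD over all tested compounds, cut at about 24% in these data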;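 note: cytokine-independent growth of Ba/F3 cells driven by EpoR plus mutant JAK2; 0% = DMSO-treated cells and 100% = JAK inhibitor I control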
TbHK1 inh = T. brucei hexokinase 1 inhibition. 220,000 tested, 0.11% active. inhibition, % at 10 µM. AID 1430. recombinant TbHK1, G6PDH-coupled NADH A340;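 active = inhibition of 50% or more in the single-dose primary screen; inactive = inhibition below 50%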
RBBP9 inhibitor = human RBBP9 hydrolase inhibition; recombinant RBBP9, FP-Rh probe fluorescence polarization; inhibition, % at 7.94 µM; 220,000 tested, 0.2% active; AID 1515;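 active = inhibition above the campaign mean of all tested compounds plus 3 SD, cut at about 14% in these data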;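 note: plate controls were DMSO wells with RBBP9 for no effect and wells lacking RBBP9 protein for full effect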
Target sequence (O75884 whole entry, looked up): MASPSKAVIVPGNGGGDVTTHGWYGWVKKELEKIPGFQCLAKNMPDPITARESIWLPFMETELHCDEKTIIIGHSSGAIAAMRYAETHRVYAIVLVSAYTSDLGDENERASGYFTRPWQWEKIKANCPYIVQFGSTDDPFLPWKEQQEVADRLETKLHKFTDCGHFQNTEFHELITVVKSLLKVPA
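System: RBBP9 protein | Quantity: 2.5 µM RBBP9 dispensing solution, before mixing | Reagent: FP-Rh probe, 375 nM dispensing solution | Timing: Enzyme-compound preincubation 30 min, then probe labeling 45 min, 25 °C | Measured by: Fluorescence polarization | Read-out: % inhibition | Replication: One well per compound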
p97 inhibitor = human p97 ATPase inhibition; 220,000 tested, 0.42% active; inhibition, % at 8 µM; recombinant p97 ATPase, Kinase-Glo ATP luminescence, 3 h; P55072; in the data active = inhibition above about 15%;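 note: 0% = DMSO vehicle and 100% = wells lacking enzyme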
BaF3 parental = counter-screen for JAK2V617F inhibitors: parental Ba/F3 viability inhibitors | CellTiter-Glo ATP luminescence | inhibition, % at 5.6 µM | 220,000 tested, 1.1% active;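 active = inhibition above a per-campaign cutoff, the mean inhibition of all tested compounds plus 3 SD, cut at about 27% in these data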;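 note: 0% = DMSO wells and 100% = JAK Inhibitor I control wells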
Furin inh = blocks human furin protease activity; purified furin, fluorogenic substrate cleavage; 220,000 tested, 0.061% active; inhibition, % at 30 µM; in the data active = inhibition above about 25%; note: inactives centre near -15
* hit, by the source's call; nt = no result given; & = joins results of further samples; [ ] = another dose, or the depositor's remark. An excerpt; the hit share may differ from the screen's.

Value order: PGE2 EP2 inh | PPC-1+TRAIL kill | p47phox inh | Ba/F3 V617F tox | TbHK1 inh | RBBP9 inhibitor | p97 inhibitor | BaF3 parental | Furin inh
COc1cc(C(CCN2CCCC(C)C2)c2c(OC)cc(OC)c3c(-c4ccccc4)cc(=O)oc23)cc(OC)c1OC (stereo not given)
 : 16 | 10 | -2 | nt | -8 | nt | nt | nt | -22
CC(C)NC(=O)c1ccccc1-c1nc(-c2ccccc2Cl)no1
 : 17 | 14 | -22 | 1 | 0 | -9 | -2 | 8 | -25
CCN1C(=O)C(CC(=O)Nc2ccc(Br)cc2)N(CCCc2ccccc2)C1=S (stereo not given)
 : 13 | 20 | -12 | 0 | 9 | -32 | 9 | 5 | -4
COc1ccccc1-n1c(C)nc(=O)c(-c2ccccc2)c1C
 : 12 | 7 | -6 | -5 | 6 | 4 | 3 | 3 | -28[20 µM]
Cc1cc(C(=O)N2CCCC2C(=O)O)c(C)o1 (stereo not given)
 : 13 | 11 | -13 | 4 | -7 | -11 | -5 | 6 | -15
NC(=O)c1ccccc1NS(=O)(=O)c1ccccc1
 : 3 | 24 | -8 | -1 | -7 | 6 | 3 | 1 | -29[20 µM]
COc1ccccc1-c1ccc(NC2CCCCC2)nn1
 : 12 | 15 | -8 | -1 | -9 | -12 | -1 | 6 | -12
Cc1ccc(OCc2nnc(N)s2)cc1C
 : 5 | 8 | -7 | -4 | 1 | -5 | 3 | -1 | -28
CC12CN3CC(C)(CN(C1)C3c1ccc(F)cc1)C2 (stereo not given)
 : 8&4 | 14 | -6 | 5 | 7 | -18 | -5 | 0 | 0
O=C1NC2(CCN(Cc3ccccc3)CC2)Oc2ccccc21
 : 4 | 18 | -1 | -2 | -12 | -4 | 2 | 2 | 0
Cc1cc(Cl)ccc1OCCCC(=O)NO
 : 7 | 11 | -13 | 3 | 4 | -2 | -4 | 8 | 7
O=C(O)c1cc(=O)cc(C(=O)O)[nH]1
 : 9&9 | 11 | -6 | 0 | 3 | -1 | 9 | 6 | -12[20 µM]
COC(=O)c1ccc(NC(=O)CN(c2ccc3c(c2)OCO3)S(C)(=O)=O)cc1
 : 8 | 21 | 5 | -1 | 35 | -10 | 3 | -3 | -14
Cc1ccc2cc(C#N)c(NCCCNC(=O)C3CCCO3)nc2c1 (stereo not given)
 : 2 | -11 | 4 | 4 | -5 | 0 | -3 | 3 | -12[20 µM]
S=C(c1ccc(-c2cc(Cl)ccc2Cl)o1)N1CCOCC1
 : 9 | 15 | -25 | -1 | 10 | 2 | 2 | 12 | -16
COc1ccc(C2CC(c3ccccc3)Nc3nc(NC(=O)c4ccco4)nn32)cc1 (stereo not given)
 : -4 | -27 | -13 | -1 | 37 | 1 | 3 | 4 | -15
Cc1noc(C)c1COc1ccc(C(=O)O)cc1
 : 13 | nt | 4 | -3 | -2 | -7 | 6 | 7 | -31
Fc1cc(Cl)ccc1NC(=S)NCCN1CCOCC1
 : 10 | -7 | -8 | -4 | 0 | -2 | 4 | -2 | -25
COc1ccc(NC(=O)N2CCC(O)(c3cccnc3)CC2)c(OC)c1
 : 15&10 | 3 | -7 | -2 | 5 | 1 | 5 | 5 | -18[20 µM]
CCCOc1ccc(/C=N/NC(=O)C(=O)Nc2ccccn2)cc1
 : 10 | 2 | -7 | 1 | -17 | -5 | -1 | 2 | -10

The closing two compounds of the section before lead into the next:
Value order: PGE2 EP2 inh | PPC-1+TRAIL kill | p47phox inh | Ba/F3 V617F tox | TbHK1 inh | RBBP9 inhibitor | p97 inhibitor | BaF3 parental | Furin inh
COc1ccc(NC(=O)N2CCC(O)(c3cccnc3)CC2)c(OC)c1
 : 15&10 | 3 | -7 | -2 | 5 | 1 | 5 | 5 | -18[20 µM]
CCCOc1ccc(/C=N/NC(=O)C(=O)Nc2ccccn2)cc1
 : 10 | 2 | -7 | 1 | -17 | -5 | -1 | 2 | -10
Cc1ccc(/C=C(/C#N)C(=O)NC(=O)Oc2ccccc2)cc1
 : 2 | 4 | -10 | -3 | -24 | -5 | -1 | 1 | -1[20 µM]
CCN1C(=O)CS/C1=N\c1nccs1
 : 11 | 28 | -12 | 0 | -16 | -3 | 1 | -2 | -17
O=C(CCCc1nc(-c2ccc(Cl)cc2)no1)N1CCOCC1
 : 2 | 7 | -3 | -3 | 4 | -6 | 1 | 0 | -16[20 µM]
COC(=O)c1ccsc1NC(=O)CSc1nnnn1Cc1ccccc1
 : 13 | 10 | -5 | 3 | 0 | -6 | -4 | 8 | -12[20 µM]
CN1C(=O)/C(=C/c2ccc3c(c2)OCO3)N=C1c1ccccc1
 : 3 | 29 | 5 | 3 | -23 | 0 | 0 | 11 | -7
CC(=O)NC(=S)Nc1cccc([N+](=O)[O-])c1
 : 8 | 0 | -3 | -1 | -6 | 17* | 0 | 4 | -41
CC1CC(C)(C)N(C(=O)CSc2ccc(-c3ccc(F)cc3)nn2)c2ccccc21 (stereo not given)
 : 1 | 6 | -9 | 2 | 10 | -8 | -2 | 3 | 13[20 µM]
CN(C)n1cccc1/C=C(\C#N)S(=O)(=O)c1ccc(Cl)cc1
 : 8 | 13 | -3 | -1 | -3 | -9 | -2 | -4 | -23
Cc1ccc2nsnc2c1S(=O)(=O)NCc1cccnc1
 : 6 | 16 | 6 | -5 | -11 | -7 | 5 | -1 | -15[20 µM]
Cc1ccc(NC(=O)CCc2ccc(S(=O)(=O)NC3CCCCC3)cc2)cc1
 : 16 | -9 | -14 | 2 | 3 | -6 | 4 | 1 | -14[20 µM]
COc1ccc(/C=C/C(=O)c2ccc(NC(=O)c3cccs3)cc2)cc1OC
 : 26 | 6 | -30 | 3 | -22 | -31 | -3 | 10 | -12[20 µM]
O=C(O)CC(SCC(=O)Nc1ccccc1)C(=O)O (stereo not given)
 : 6 | 18 | -3 | 2 | -2 | 0 | 8 | 7 | -10
CCN(CC(=O)Nc1cccc(OC)c1)C(=O)c1ccc(C)s1
 : 6 | 28 | -12 | -4 | -5 | 2 | 5 | 1 | 3[20 µM]
Cc1nn(C)cc1NC(=O)CC12CC3CC(CC(C3)C1)C2
 : 8 | 12 | 3 | 0 | -6 | -9 | -6 | 2 | -16
OC1CCCN(CC(O)COC(c2ccccc2)c2ccccc2)C1 (stereo not given)
 : 6 | 19 | -10 | -3 | 3 | -2 | 1 | -10 | -30
C=CCn1c(-c2ccccc2OCC)n[nH]c1=S
 : 0 | 9 | -13 | -5 | 4 | 1 | 9 | 2 | -34
CCOC(=O)c1sc(/N=C/Nc2nc(C)c(C(=O)OCC)s2)nc1C
 : 16 | 9 | -13 | 3 | -10 | -12 | -1 | 4 | -15
Cc1c(C(=O)O)[nH]c2ccc([N+](=O)[O-])cc12
 : 3 | 21 | -1 | 1 | -1 | -8 | 7 | 6 | -10
O=C(Nc1ccc(C(=O)N2CCCCC2)cc1)C1CCCCC1
 : 5 | 10 | -8 | -4 | -4 | -5 | 3 | -4 | -9[20 µM]
COc1ccc(Cl)cc1NC(=O)CN1C(=O)CC(C)S(=O)(=O)c2ccccc21 (stereo not given)
 : 7 | 17 | -11 | 4 | -1 | -2 | 2 | 7 | -27
O=C1C2C3C=CC(C3=C3CCCCC3)C2C(=O)N1c1ccccc1 (stereo not given)
 : 9 | -1 | 6 | -2 | 4 | 1 | 0 | 4 | -11[20 µM]
CC(=O)c1noc(C)c1C(=O)Nc1nccs1
 : 6 | 18 | 4 | -4 | -5 | -4 | 1 | 4 | -21[20 µM]
CCC(=O)O/N=C(\N)c1ccc(Oc2cc(C)c(Cl)c(C)c2)c([N+](=O)[O-])c1
 : 13 | 3 | -10 | -4 | -12 | -8 | 5 | -1 | -16
CCCSC1=N/C(=C\c2ccc([N+](=O)[O-])o2)C(=O)S1
 : 11 | 4 | -15 | 2 | 3 | 3 | 3 | 5 | -25
COc1cc(C=O)ccc1OCc1ccc(Cl)nc1
 : 8 | 1 | -8 | -1 | 2 | -3 | -1 | 2 | -26
COc1ccccc1CN(C)C(=O)C1COc2ccccc2O1 (stereo not given)
 : 7 | 2 | 0 | -4 | 6 | 0 | 2 | 1 | -9
O=C(Nn1cnc2ccccc2c1=O)c1ccccc1[N+](=O)[O-]
 : 8 | 5 | 4 | -3 | -1 | -2 | 3 | -1 | -13
COc1ccc(/C=N/N2CCN(C)CC2)c(OC)c1OC
 : 7 | 15 | -12 | 1 | 4 | -2 | 1 | 4 | -17
Cc1ccccc1-n1nc(C(=O)O)cc1-c1ccccc1
 : 4 | 12 | -275 | -1 | 1 | 10 | 0 | 4 | -23[20 µM]
COc1cccc(C2=NOC(C(=O)NC(C)C)C2)c1 (stereo not given)
 : 3 | 6 | 4 | 1 | 6 | 0 | 3 | 3 | -27
Cc1nn(-c2ccccc2)c(Cl)c1C(=O)Nc1c(C)n(C)n(-c2ccccc2)c1=O
 : 1 | 12 | -4 | 1 | 9 | 0 | 4 | 5 | -12
COc1ccc(Cl)cc1NC(=O)c1noc2c1CCCC2
 : 6 | 12 | -2 | 2 | -5 | 0 | 0 | 10 | -28
Cc1ccc(S(=O)(=O)CCC(=O)c2ccc(O)cc2O)cc1
 : 5 | -26 | -2 | -3 | -32 | -11 | 16* | -1 | -9
Cc1cccc(-c2nc(=S)c3c(n2Cc2ccco2)CCCC3)c1
 : 7 | -12 | -10 | 0 | -52 | -3 | 3 | 3 | -11[20 µM]
CC(=O)c1cccc(NC(=O)Nc2ccc(C(=O)N3CCCC3)cc2)c1
 : 9 | 20 | 8 | -1 | 4 | -6 | -5 | 0 | -21[20 µM]
Cn1ncc(C#N)c1NC(=O)C1CC(c2c(F)cccc2Cl)=NO1 (stereo not given)
 : 4 | 7 | -16 | 0 | 1 | -11 | 2 | 2 | -14[20 µM]
Cc1cc(C)n(-c2ccc(F)cc2CN2CCN(C3CCCC3)C(CCO)C2)n1 (stereo not given)
 : 0 | 6 | 7 | -3 | 4 | -3 | 6 | 0 | -29
COc1ccc(CC(=O)c2ccc(O)cc2O)cc1
 : 12&6 | 12 | 2 | -3 | -70 | 8 | 5 | -2 | -18
COc1cc(NC(=O)c2ccnnc2)cc(C(=O)Nc2cccc(C(F)(F)F)c2)c1
 : 5 | 14 | -15 | nt | -17 | nt | nt | nt | -5
CCCN(CCC)CCCNC(=S)Nc1ccc2nc(N3CCN(CC)CC3)cc(C)c2c1
 : 10 | 12 | -3 | 5 | -3 | 1 | -1 | 9 | 0
Nc1ccc(Cl)c(S(=O)(=O)Nc2ccc(Cl)cc2)c1
 : 15 | -2 | -14 | -6 | 0 | 1 | 8 | 0 | -23
COC(=O)c1ccc(Oc2nc(NC(C)C)nc(NC(C)C)n2)cc1
 : -1 | -5 | 20 | -4 | 4 | -9 | -2 | -8 | -21
Cc1ccc([N+](=O)[O-])cc1NC(=O)c1ccccc1
 : 7 | 3 | 7 | -1 | 3 | 1 | 3 | 3 | -20
COC(=O)Nc1nnc(COc2cccc(C)c2)s1
 : 9 | 11 | -3 | 1 | 1 | -7 | -1 | 4 | -1
COc1ccccc1NC(=O)Cc1c(F)cccc1Cl
 : 11 | 22 | -10 | 3 | -8 | -9 | 0 | 9 | -9
COc1cc(NC(=O)c2ccc(C)cc2)c(OC)cc1NC(=O)CN1CCOCC1
 : 15 | 2 | 1 | -1 | -6 | -3 | 1 | 7 | -21
CC1(C(=O)NC2CCCC2)CCC(=O)N1CCC1=CCCCC1 (stereo not given)
 : 13 | 6 | -2 | 0 | 4 | -1 | 4 | 3 | -20
O=C(Cn1cnc2ccccc2c1=O)N(Cc1ccco1)c1ccc(O)cc1
 : 6 | -10 | -1 | 2 | 0 | -1 | -4 | 5 | -13

Compound activity deposited in PubChem by several laboratories.
